HTR5A ag ctr: activates human HTR5A in OPRM1-OPRD1 agonist counter-screen. P47898. HTR5A agonist assay, luminescence, cell-based. activation, % at 9.3 µM. 0.61% of 340,000 active; in the data active = activation mostly above about 9.5%, no sharp cut-off; inactive = mostly below about 7.6%;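 note: 0% = cells with vehicle only and 100% = reference agonist; strong numbers were not always called active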
Target sequence (P47898 whole entry, looked up): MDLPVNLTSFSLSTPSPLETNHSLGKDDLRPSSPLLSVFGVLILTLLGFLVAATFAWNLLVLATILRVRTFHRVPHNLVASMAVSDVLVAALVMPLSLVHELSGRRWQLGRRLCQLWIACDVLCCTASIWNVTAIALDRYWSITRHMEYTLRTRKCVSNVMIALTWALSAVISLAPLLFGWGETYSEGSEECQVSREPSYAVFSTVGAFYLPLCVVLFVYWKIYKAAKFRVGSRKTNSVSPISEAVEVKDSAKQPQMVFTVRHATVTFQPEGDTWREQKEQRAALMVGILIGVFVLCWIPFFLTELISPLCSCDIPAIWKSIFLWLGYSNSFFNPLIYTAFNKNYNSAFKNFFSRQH
Rtt109 Vps75: blocks Candida albicans Rtt109/Vps75 acetyltransferase activity; purified Rtt109/Vps75, ThioGlo CoA-SH fluorescence, 4 h; inhibition, % at 34.9 µM; Q5AAJ8; 0.16% of 330,000 active;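 active = inhibition of at least 50% in every replicate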
Target sequence (Q5AAJ8 whole entry, looked up): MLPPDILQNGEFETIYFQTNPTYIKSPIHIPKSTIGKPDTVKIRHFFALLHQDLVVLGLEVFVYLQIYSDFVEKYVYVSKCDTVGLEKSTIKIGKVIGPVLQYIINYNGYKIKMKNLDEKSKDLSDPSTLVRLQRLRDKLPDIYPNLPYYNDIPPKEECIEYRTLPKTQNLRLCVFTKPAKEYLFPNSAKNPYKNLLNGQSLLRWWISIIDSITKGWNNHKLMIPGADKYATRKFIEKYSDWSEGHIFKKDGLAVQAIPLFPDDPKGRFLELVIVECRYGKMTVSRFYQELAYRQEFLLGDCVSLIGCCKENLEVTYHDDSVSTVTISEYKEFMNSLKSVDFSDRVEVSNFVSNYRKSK
MITF TRPM1 HTS: MITF TRPM1 promoter activation in melanoma cells | activation, % at 12.5 µM | SK-MEL-5 TRPM1-promoter luciferase, 24 h; % of positive control, neutral wells = 0 | 0.75% of 300,000 active;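 active = mean activation of at least 80% with every replicate also reaching 80%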;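 note: 0% = neutral control wells and 100% = parthenolide positive control wells; values of inactives mirror those of a sister screen read the other way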
CDK5 inh: blocks human CDK5/p35 kinase activity; Recombinant CDK5/p35, ADP-Glo luminescence, 60 min; inhibition, % at 10 µM; AID 488839; 0.01% of 330,000 active;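 active = highest replicate inhibition of at least 50% and at least 75% of replicates reaching 50%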;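 note: plate controls were DMSO neutral control for no effect and GW8510 at 10 µM for full effect; many of its hits are not listed in these tables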
SR-BI HDL uptake: blocks mouse SR-BI lipid uptake from DiI-HDL | Q61009 | ldlA[mSR-BI] CHO cells, DiI-HDL uptake fluorescence, 3 h | inhibition, % at 12.5 µM | 0.96% of 320,000 active;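 active = mean replicate inhibition of at least 70% and a set share of replicates each scoring 70 or more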;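 note: 0% = median of neutral control wells and 100% = median of positive control wells; values of inactives mirror those of a sister screen read the other way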
dFosB activator: activators of mouse delta FosB homodimer; P13346; activation, % at 25 µM; 0.99% of 340,000 active; purified delta FosB, TAMRA-CDK5 oligo fluorescence polarization; percent of positive-control signal above neutral wells;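 active = mean activation above about 17%, with every replicate also reaching it, limit read from the data, passing the limit was not always enough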;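 note: fluorescence polarization rise as delta FosB binds a TAMRA Cdk5 AP-1 oligo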
Target sequence (P13346 whole entry, looked up): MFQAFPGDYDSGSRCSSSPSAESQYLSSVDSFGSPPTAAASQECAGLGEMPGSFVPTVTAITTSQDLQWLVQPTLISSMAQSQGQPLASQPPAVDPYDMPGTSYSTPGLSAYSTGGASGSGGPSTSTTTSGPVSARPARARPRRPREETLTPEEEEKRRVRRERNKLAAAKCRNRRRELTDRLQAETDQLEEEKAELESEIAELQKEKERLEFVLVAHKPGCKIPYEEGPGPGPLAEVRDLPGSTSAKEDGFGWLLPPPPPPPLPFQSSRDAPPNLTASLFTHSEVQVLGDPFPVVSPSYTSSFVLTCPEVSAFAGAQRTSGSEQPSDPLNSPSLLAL
RTF Ca sens act: increases calcium sensitivity of human cardiac regulated thin filaments. activation, % at 7.2 µM. IANBD-labeled TnC RTF fluorescence at EC20 calcium; 0% EC20 calcium, 100% full calcium. 0.24% of 340,000 active;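 active = activation above the mean over all tested compounds plus 3 SD, cut at about 30% in these data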;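 note: rise in fluorescence read as greater calcium sensitivity of cardiac thin filaments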
SR-BI uptake up: enhances SR-BI lipid uptake from DiI-HDL; CHO ldlA[mSR-BI] cells, DiI-HDL uptake fluorescence, 3 h; 100 = double the neutral-control signal; activation, % at 12.5 µM; 0.096% of 320,000 active; AID 504775;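 active = mean replicate activation of at least 60% and every replicate at or above 60%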;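 note: 0% = median plate neutral-control signal and 100% = twice that signal; values of inactives mirror those of a sister screen read the other way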
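Material – SR-BI-overexpressing, LDLR-lacking CHO cells · Medium – BSA-supplemented, HEPES-buffered Ham's F12, pH 7.4 · Doses – single concentration · Times – compound with DiI-HDL co-incubation, 3 h at 37 °C · Measured by – bottom-read fluorescence, 550/595 nm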
Wnt act: activators of Wnt/beta-catenin signaling; activation, % at 9.35 µM; Wnt/beta-catenin reporter cell assay, activator, plate reader; 1.2% of 300,000 active; in the data active = activation above about 30%, passing the limit was not always enough;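 note: 0% = neutral control wells and 100% = positive control wells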
PvdQ inh: P. aeruginosa PvdQ acylase inhibition; purified PvdQ acylase, fluorescence plate reader; inhibition, % at 10 µM; 0.063% of 340,000 active; in the data active = inhibition above about 30%, passing the limit was not always enough;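 note: 0% = vehicle neutral wells and 100% = reference inhibitor wells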
* hit, by the source's call; . = no result given; & = joins results of further samples.

(1) Cc1nnc(N2C(=O)c3ccc(Br)cc3C2=O)s1
(2) CC(C)C(=O)Nc1nnc(SCC(=O)NC2CC2)s1
(3) COc1ccc(C)cc1N(C(=O)c1ccccc1)c1nc2ccccc2s1
(4) COc1ccc(/C=C2\CCCCC2=O)cc1
(5) COC(=O)CSc1ccc(S(=O)(=O)N2CCOCC2)cc1[N+](=O)[O-]
(6) CC(=O)Nc1ccc(NC(=O)COC(=O)C2CCCCC2)cc1
(7) CSc1ccccc1OCc1cc(C(=O)N2CCN(c3ncccn3)CC2)no1
(8) COc1ccc(OCC(=O)N2CCN(C(=O)c3cccs3)CC2)cc1

compound no.,1,2,3,4,5,6,7,8
HTR5A ag ctr,4,-1,2,4,-3,3,0,4
Rtt109 Vps75,3,5,3,2,10,0,10,10
MITF TRPM1 HTS,-3,-6,-18,.,-14,10,30,1
CDK5 inh,-6.2,-2.3,-0.4,-1.4,-1.8,3.3,-4.0,-1.0
SR-BI HDL uptake,1,-14,4,-22,11,0,39,9
dFosB activator,-3,-5,-8,-7,6,0,-3,1
RTF Ca sens act,14,-3,-4,2,1,3,-1,-2
SR-BI uptake up,-1,14,-4,22,-11,0,.,-9
Wnt act,-2,0,.,22,-3,-2,1,.
PvdQ inh,1,2,-11,-8,-6,-22,-6,9

(9) COc1ccc([N+](=O)[O-])cc1N(CC(O)CN1CCOCC1)S(=O)(=O)c1ccccc1 (stereo not drawn)
(10) CC(=O)NS(=O)(=O)c1ccc(NC(=O)[C@@H]2CCCN2S(=O)(=O)c2ccc(Cl)cc2)cc1
(11) COc1ccc(/C=N/N=C2/NC(=O)C(c3ccccc3)S2)c(OC)c1 (stereo not drawn)
(12) CCN(C(=O)c1ccnn1C)c1ccccc1
(13) CC(=O)Nc1ccc(NC(=O)CSc2ncnc3sc(C)c(C)c23)cc1
(14) Cc1cccc(C(=O)N2CCc3cc(-c4nc(NC(=O)CN5CCCC5)sc4C)ccc32)c1
(15) NC(=O)c1ccccc1NC(=O)c1ccc2ccccc2c1
(16) CCN1C(=O)/C(=C/c2cccs2)N(C)C1=S

compound no.,9,10,11,12,13,14,15,16
HTR5A ag ctr,-6,-4,-1,8,2,6,-2,-4
Rtt109 Vps75,18,9,1,4,4,20,-2,-5
MITF TRPM1 HTS,2,9,16,0,3,2,57,-2
CDK5 inh,1.0,-0.1,2.0,.,-1.2,-0.7,0.3,1.6
SR-BI HDL uptake,.,-8,21,-11,.,.,13,8
dFosB activator,-4,-3,2,-7,5,1,2,3
RTF Ca sens act,0,-5,3,-2,-5,4,-5,-1
SR-BI uptake up,.,8,-21,11,.,.,-13,-8
Wnt act,0,1,-7,2,2,-1,21,2
PvdQ inh,-10,1,-6,-5,-5,-1,-12,-9

Record cards, as listed above. Screens in order: HTR5A ag ctr, Rtt109 Vps75, MITF TRPM1 HTS, CDK5 inh, SR-BI HDL uptake, dFosB activator, RTF Ca sens act, SR-BI uptake up, Wnt act, PvdQ inh
Listed for NC(=O)c1ccccc1NC(=O)c1ccc2ccccc2c1 = -2, -2, 57, 0.3, 13, 2, -5, -13, 21, -12
Listed for CCN1C(=O)/C(=C/c2cccs2)N(C)C1=S = -4, -5, -2, 1.6, 8, 3, -1, -8, 2, -9
Listed for Cc1cccc(C(=O)N2CCc3cc(-c4nc(NC(=O)CN5CCCC5)sc4C)ccc32)c1 = 6, 20, 2, -0.7, ., 1, 4, ., -1, -1

The list continues:
(17) COc1ccc(S(=O)(=O)N2CCN(C)CC2)cn1
(18) CSc1cccc(NC(=O)CCC(=O)O)c1
(19) CS(=O)(=O)c1ccccc1COC(=O)Nc1ccc(Cl)cc1
(20) COc1ccc(-c2ccc([C@H]3[C@H]4C=CC[C@@H](C)[C@@H]4C(=O)N3Cc3ccccc3)c(F)c2)cc1
(21) Cc1ccc(S(=O)(=O)Nc2ccc(-c3nc4ccc(C)cc4s3)cc2)cc1
(22) O=C(NC1CCN(Cc2ccccc2)CC1)c1ccc(CS(=O)c2ccc(F)cc2)o1 (stereo not drawn)
(23) COc1ccc2c(=O)c(C(=O)O)c(-c3ccc4c(c3)OCO4)n(C)c2c1
(24) CCn1cc(S(=O)(=O)NCc2ccccc2Br)cn1

compound no.,17,18,19,20,21,22,23,24
HTR5A ag ctr,0,-5,7,8,10,4,0,-2
Rtt109 Vps75,-4,3,-3,5,6,-7,-1,-4
MITF TRPM1 HTS,8,9,24,-1,14,-4,6,1
CDK5 inh,-0.7,-0.8,0.7,-0.3,0.6,1.6,0.2,-0.2
SR-BI HDL uptake,-1,-20,25,32,12,-14,-16,-9
dFosB activator,-5,10,-2,4,-11,-4,4,-6
RTF Ca sens act,0,1,6,-3,0,6,-3,0
SR-BI uptake up,1,20,-25,-32,-12,14,16,9
Wnt act,0,-1,.,-13,1,1,.,-1
PvdQ inh,3,7,3,7,-13,-11,-3,-11

(25) CCCCn1c(CCC)nc([N+](=O)[O-])c1Sc1ccc(Cl)cn1
(26) N#CCCN=C(NS(=O)(=O)c1ccccc1)c1ccccc1
(27) COc1ccc(-c2cc(=O)n(-c3ccc([N+](=O)[O-])cc3)[nH]2)cc1
(28) O=C(COC(=O)c1ccccc1C(=O)N1CCN(c2ccccc2)CC1)Nc1ccc(F)cc1
(29) C/C(=N\Nc1c(Cl)c(Cl)nc(C(=O)O)c1Cl)c1ccc(O)cc1
(30) Cc1ccc(NC(=O)c2cc(C)nc3ccccc23)c(Br)c1
(31) COC(=O)C1=C[C@@H](C(=O)OC)[C@@H]2C3=C(C(=O)[C@@]2(C)NC(=O)c2ccccc2)[C@H](c2ccccc2)[C@@H]2C(=O)NC(=O)[C@@H]2[C@@H]3C1
(32) CC(=NNC(=O)COc1cccc(C)c1)c1cccnc1

compound no.,25,26,27,28,29,30,31,32
HTR5A ag ctr,-2,-8,-2,-2,0,-1,-1,3
Rtt109 Vps75,0,-4,4,31,17,3,-1,-6
MITF TRPM1 HTS,-20,2,16,9,3,-2,-8,7
CDK5 inh,-1.1,0.6,0.9,-0.4,-1.8,1.0,-1.4,-2.9
SR-BI HDL uptake,13,.,23,2,-8,43,10,-7
dFosB activator,-2,-1,-5,-6,-4,1,-6,4
RTF Ca sens act,6,-4,2,-1,0,-3,0,3
SR-BI uptake up,-13,.,-23,-2,8,-43,-10,7
Wnt act,.,-1,2,-7,1,0,1,1
PvdQ inh,-13,-2,-6,2,2,4,-8,-16

(33) COc1cc(C(=O)Nc2ccc3c(c2)Cc2ccccc2-3)cc(OC)c1OC
(34) COc1cccc(C(=O)/C=C/Nc2ccc(NC(C)=O)cc2)c1
(35) COc1ccc(CCNCC(O)c2ccccc2)cc1 (stereo not drawn)
(36) O=C(COc1ccc(F)cc1Cl)Nc1ccc(S(=O)(=O)Nc2nccs2)cc1
(37) O=C(c1ccc(CS(=O)c2cccc(Cl)c2)o1)N1CCN(C2CCCCC2)CC1 (stereo not drawn)
(38) CC(OC(=O)CCCc1c[nH]c2ccccc12)C(=O)Nc1ccc(S(N)(=O)=O)cc1 (stereo not drawn)
(39) O=C(NC(=S)Nc1cccc(Cl)c1N1CCCCC1)c1ccc2c(c1)OCCO2
(40) O=C(Cn1c(C(=O)OCCO)cc2ccccc21)c1ccccc1

compound no.,33,34,35,36,37,38,39,40
HTR5A ag ctr,-4,0,2,8,-2,-3,-1,2
Rtt109 Vps75,3,10,-13,7,-4,0,-14,-3
MITF TRPM1 HTS,30,37,-6,73,12,-5,-29,-6
CDK5 inh,1.7,0.9,-0.4,-1.0,-0.7,0.8,0.0,-4.2
SR-BI HDL uptake,39,6,-1,-12,-11,-5,-6,6
dFosB activator,10,-3,-10,-2,-2,-9,0,-2
RTF Ca sens act,-5,7,2,-4,-2,-4,-9,10
SR-BI uptake up,-39,-6,1,12,11,5,6,-6
Wnt act,-16,11,-1,6,-1,0,-10,0
PvdQ inh,-9,2,-7,-5,4,-19,-8,-16

(41) O=C(Cc1cccs1)Nc1ccc(-c2nnc(-c3ccco3)o2)cc1
(42) CC1=NN(c2ccc(C(F)(F)F)cn2)C(=O)C1
(43) O=C1CC(N2CCN(c3cccc(C(F)(F)F)c3)CC2)C(=O)N1c1ccccc1 (stereo not drawn)
(44) CCCOc1ccc(C2CC(=O)Nc3cc(OC)c(OC)cc32)cc1 (stereo not drawn)
(45) O=S(=O)(NCCc1cn2ccccc2n1)c1cccs1
(46) CC(C)NC(=O)Nc1ccc2c(c1)C(=O)N([C@H](C)CO)C[C@H](C)[C@@H](CN(C)S(=O)(=O)c1cn(C)cn1)O2
(47) O=C(NC1CCCC1)c1cccc2c1C(=O)c1ccc(N3CCCCC3)cc1S2(=O)=O
(48) CCOC(=O)c1cc(CC)sc1NC(=O)C1CC1

compound no.,41,42,43,44,45,46,47,48
HTR5A ag ctr,-3,-6,-3,0,-4,4,10,2
Rtt109 Vps75,.,.,1,-1,3,-3,19,3
MITF TRPM1 HTS,38,8,-6,.,21,2,.,0
CDK5 inh,-1.2,-0.9,-1.6,1.7,1.0,-7.0,-0.9,-0.1
SR-BI HDL uptake,38,23,.,34,-7,-13,37,19
dFosB activator,6,-4,-7,-10,6,-4,4,-1
RTF Ca sens act,-7,-4,0,-2,3,-4,4,-4
SR-BI uptake up,-38,-23,.,-34,7,13,-37,-19
Wnt act,.,-3,-6,-3,4,-1,4,1
PvdQ inh,9,12,-9,-10,-3,-8,5,-13

(49) Cc1ccc(NC(=O)CCC(=O)N/N=C/c2cccs2)cc1C
(50) CC(C)c1nc2ccccn2c1NC1CCCCC1
(51) CCCCOc1ccc(C(=O)OC2CC(C)N(C)CC2C)cc1 (stereo not drawn)
(52) CCOc1c(Cl)cc(C(=O)Nc2cccc(C(=O)O)c2)cc1Cl
(53) Cc1ccc(C(=O)Nn2cnnc2)cc1Cl
(54) Cc1cccc(C)c1NC(=O)c1c(-c2ccccc2)noc1C
(55) Cc1ccc(NC(=O)c2cc(-c3ccc4c(c3)OCO4)on2)cc1
(56) O=C(Nc1ccc2c(c1)OCCO2)C(c1ccc(F)cc1)N1CCCCC1 (stereo not drawn)

compound no.,49,50,51,52,53,54,55,56
HTR5A ag ctr,-2,-2,0,0,-1,4,2,-6
Rtt109 Vps75,-2,-7,5,-17,-13,-2,-4,0
MITF TRPM1 HTS,11,10,-2,-4,.,-2,26,21
CDK5 inh,-1.9,.,-2.2,-1.6,0.1,-7.7,0.6,0.5
SR-BI HDL uptake,7,-14,-8,-6,.,3,-26,-3
dFosB activator,5,-1,-2,-3,-3,-4,18*,0
RTF Ca sens act,-5,-10,7,-2,0,15,-4,1
SR-BI uptake up,-7,14,8,6,.,-3,26,3
Wnt act,6,-3,-7,8,-1,.,-5,12
PvdQ inh,0,7,-8,-6,-14,1,-12,3

(57) O=C(CNc1ccc(Br)cc1)Nc1cccc(S(=O)(=O)N2CCCC2)c1
(58) Cc1ccc(C(=O)Nc2nc(=O)[nH]s2)cc1
(59) O=C(CN1CCN(Cc2ccccc2F)C1=O)NC1CCCC1
(60) COc1ccc(S(=O)(=O)NCc2cccnc2)cc1

compound no.,57,58,59,60
HTR5A ag ctr,4,7&-1,5,4
Rtt109 Vps75,-3,-7&-7,-8,4
MITF TRPM1 HTS,-6,10&2,-10,-10
CDK5 inh,0.3,0.1&1.4,-1.5,-1.2
SR-BI HDL uptake,7,-14&-11,.,7
dFosB activator,-13,2&0,3,8
RTF Ca sens act,0,-4&3,-2,-10
SR-BI uptake up,-7,14&11,.,-7
Wnt act,-3,1&0,-9,0
PvdQ inh,-13,-3&-6,-12,-2
